Pol beta inh: inhibitors of human DNA polymerase beta; Potency, µM (top dose mostly 114 µM), without a hit: at the top dose activity change, negative = inhibition, hits mostly inhibitors; hit rate 1.3% among 340,000; AID 485314; Pol beta primer extension/strand displacement, fluorescence kinetic; note: % is set by controls: 0 for no effect and ±100 for the full control effect
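Preincubation: enzyme (10 nM) with compound, 15 min, RT. Reaction: substrate added to 50 nM final. Reads: 0 and 10 min. Analysis: normalized, Hill fit.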
BLM inh: inhibitors of human Bloom syndrome helicase BLM | P54132 | recombinant BLM DNA unwinding, fluorescence dequenching | Potency, µM (series often up to 56.1 µM), for inactives: at the highest dose activity change, negative = inhibition, most hits filed as inhibitors | hit rate 0.2% among 350,000 | AID 2528;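 note: plate controls were vehicle for no effect and no enzyme for full effect; nearly all actives have a fitted effect of over 35% in size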
JMJD2A Tudor: inhibitors of human JMJD2A Tudor domain; O75164; AlphaScreen JMJD2A-Tudor / H3K4me3 peptide binding; Potency, µM (highest dose often 114 µM), for inactives: top-dose activity change, negative = inhibition, actives largely listed as inhibitors; hit rate 4.4% among 390,000; note: % is set by controls: 0 for no effect and ±100 for the full control effect; nearly all actives have a fitted effect of over 50% in size
Pol iota inh: DNA polymerase iota (human) inhibition; Potency, µM (titrated, usually from 115 µM), inactives show at the top dose activity, negative = inhibition, most hits filed as inhibitors; AID 588590; hit rate 1% among 390,000; Q9UNA4; Pol iota fluorescent replication assay, 10 min
Target sequence (Q9UNA4 whole entry, looked up): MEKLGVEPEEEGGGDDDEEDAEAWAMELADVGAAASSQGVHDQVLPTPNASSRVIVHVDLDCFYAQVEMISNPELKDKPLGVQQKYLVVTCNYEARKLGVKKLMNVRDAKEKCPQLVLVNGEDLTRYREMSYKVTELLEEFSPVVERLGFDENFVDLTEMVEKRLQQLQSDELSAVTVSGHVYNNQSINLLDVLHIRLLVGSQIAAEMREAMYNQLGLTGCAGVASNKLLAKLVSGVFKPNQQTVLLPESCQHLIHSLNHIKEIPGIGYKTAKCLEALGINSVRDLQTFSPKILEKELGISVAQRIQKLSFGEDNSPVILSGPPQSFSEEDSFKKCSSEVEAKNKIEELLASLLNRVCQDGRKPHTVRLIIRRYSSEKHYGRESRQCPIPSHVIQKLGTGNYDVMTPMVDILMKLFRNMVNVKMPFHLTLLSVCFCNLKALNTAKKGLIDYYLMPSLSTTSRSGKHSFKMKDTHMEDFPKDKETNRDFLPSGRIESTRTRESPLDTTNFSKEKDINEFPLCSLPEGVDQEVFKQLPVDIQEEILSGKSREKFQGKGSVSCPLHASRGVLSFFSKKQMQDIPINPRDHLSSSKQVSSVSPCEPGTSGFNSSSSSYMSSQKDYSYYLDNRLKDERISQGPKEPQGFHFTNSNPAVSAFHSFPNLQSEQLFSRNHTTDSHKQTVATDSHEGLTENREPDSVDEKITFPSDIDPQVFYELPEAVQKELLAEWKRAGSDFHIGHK
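Fluorescent replication assay read twice, at 0 min and 10 min after adding 50 nM (final) substrate. Enzyme (10 nM) and compounds were first incubated 15 min at room temperature; enzyme-free buffer wells were negative controls.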
Pol kappa inh: DNA polymerase kappa (human) inhibition | hit rate 0.53% among 400,000 | purified Pol kappa, fluorescent DNA synthesis assay, 10 min | Potency, µM (highest dose often 107 µM), for the others: at the top dose activity, negative = inhibition, usual class: inhibitors; note: % is set by controls: 0 for no effect and ±100 for the full control effect
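50 nM final substrate added after 15 min RT preincubation of 10 nM Pol kappa with compound; fluorescence read at 0 and 10 min.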
G9a block: inhibitors of human histone lysine methyltransferase G9a; Q96KQ7; G9a H3K9 monomethylation, AlphaScreen, 2 h; hit rate 8.8% among 350,000; Potency, µM (titrated, usually from 102 µM), inactives show top-dose activity, negative = inhibition, actives largely listed as inhibitors; note: % is set by controls: 0 for no effect and ±100 for the full control effect; nearly all actives have a fitted effect of over 75% in size
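G9a (20 nM) was preincubated 15 min with compound, then reacted 2 h at room temperature with 500 nM biotin-H3K9 peptide and 20 µM SAM. Monomethyl-H3K9 detected by AlphaScreen using anti-H3K9me1 antibody.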
BAZ2B inh: BAZ2B (human) inhibition; Q9UIF8; AlphaScreen BAZ2B-H3K14Ac peptide displacement; Potency, µM (doses to about 114 µM), inactives show top-dose activity change, negative = inhibition, most hits filed as inhibitors; hit rate 4.4% among 360,000; AID 504333; note: % is set by controls: 0 for no effect and ±100 for the full control effect; nearly all actives have a fitted effect of over 60% in size
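AlphaScreen luminescence quantifies BAZ2B engagement of H3K14Ac peptide; the protein and biotinylated peptide are both at 50 nM final, buffer PBS pH 7.4 with 0.01% Tween-20, all steps at room temperature.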
APEX1 inh: inhibitors of human APE1 endonuclease; P27695; hit rate 0.35% among 350,000; Potency, µM (titrated, usually from 65.8 µM), inactives show top-dose activity change, negative = inhibition, most hits filed as inhibitors; recombinant APE1, TAMRA/BHQ-2 abasic DNA cleavage fluorescence;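 note: plate controls were vehicle for no effect and reference inhibitor for full effect; nearly all actives have a fitted effect of over 55% in size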
Target sequence (P27695 whole entry, looked up): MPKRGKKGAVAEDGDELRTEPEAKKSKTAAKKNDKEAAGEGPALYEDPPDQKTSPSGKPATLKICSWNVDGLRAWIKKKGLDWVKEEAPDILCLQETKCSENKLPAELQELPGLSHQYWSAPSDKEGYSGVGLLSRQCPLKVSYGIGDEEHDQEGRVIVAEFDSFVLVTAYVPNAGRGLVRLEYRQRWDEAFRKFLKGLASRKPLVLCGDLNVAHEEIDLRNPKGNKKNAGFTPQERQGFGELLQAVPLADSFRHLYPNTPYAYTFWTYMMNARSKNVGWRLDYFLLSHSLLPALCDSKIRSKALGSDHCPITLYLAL
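Activity was derived from the fluorescence gain between first and third kinetic reads (60 s intervals, ex 525/em 598 nm) after 50 nM THF-abasic TAMRA/BHQ-2 duplex was added to 0.75 nM APE1 preincubated 15 min with compound.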
POLH inh: DNA polymerase eta (human) inhibition; hit rate 1.2% among 390,000; Potency, µM (series often up to 114 µM), inactives show at the top dose activity change, negative = inhibition, actives largely listed as inhibitors; Q9Y253; recombinant Pol eta, fluorescent DNA replication assay; AID 588591; note: % is set by controls: 0 for no effect and ±100 for the full control effect
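Fluorescent replication assay: 50 nM final substrate added after a 15 min room-temperature compound preincubation with 10 nM enzyme. Signal taken at 0 min and again at 10 min.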
Numbers without * were called inactive; ? = inconclusive; . = no result given; & = joins results of further samples; [ ] = dose if it differs, or a comment. Calls come from the whole dose curve; as a rule, active = well fitted curve in the direction sought with a large enough effect; inconclusive = small, poorly fitted or top-dose-only effect, or another doubt; inactive = no such curve, though single readings can be large; an effect the other way counts as inactive or inconclusive. Potency is the fitted concentration of half-maximal effect. Not all compounds are listed, so the mix of outcomes need not match the whole.

SMILES	Pol beta inh	BLM inh	JMJD2A Tudor	Pol iota inh	Pol kappa inh	G9a block	BAZ2B inh	APEX1 inh	POLH inh
COc1cccc(NC(=O)CSC2=Nc3ccccc3C3=NC(CC(=O)NC4CCCCC4)C(=O)N23)c1 (stereo not given)	28%	4%	-18%	26%	3%[60.1 µM]	-1%[59 µM]	-1%	.	-1%
Nc1nnn(CC(=O)N/N=C/c2ccc(Cl)cc2Cl)n1	3%	-4%	-22%	-8%	-12%	3%	1%	2%	1%
Cc1cc(C)cc(OCC(=O)OCC(=O)Nc2c(C)n(C)n(-c3ccccc3)c2=O)c1	3%	-5%	3%	-19%	-2%	29%	3%	3%	-11%
S=c1[nH]nc(-c2ccccn2)n1/N=C/c1c(Cl)cccc1Cl	25%	0%	3.5µM*	98%[activator]	-4%	1.8µM*	22µM*	7%	-6%
O=C(N/N=C/c1ccc(-c2ccc([N+](=O)[O-])cc2)o1)C(O)c1ccccc1 (stereo not given)	-10%	-2%	-27%	42%[activator]	-7%	?	-10%	1%	-16%
Cc1ccc2c(COC(=O)CNS(=O)(=O)c3ccccc3)cc(=O)oc2c1	.	.	-24%	1%	-10%	.	.	-4%	-10%
Cn1ccc2cc(S(=O)(=O)N3CCC(C(=O)NCCc4ccccc4)CC3)ccc21	25%	0%	8%	0%	-8%[60.1 µM]	6%[59 µM]	5%	.	-1%
Cc1ccc(N2C(=O)C(NC(=O)c3c(F)cccc3F)(C(F)(F)F)C3=C2CC(C)(C)CC3=O)cc1 (stereo not given)	28%	0%	-14%	87%[activator]	-1%	13%	-26%	-3%	-23%
O=C1NC(c2ccccc2)C(C(=O)c2cccs2)C(O)(C(F)(F)F)N1 (stereo not given)	14%	1%	-18%	2%	-1%	?	0%	4%	-7%
O=C(CSc1nnc(-c2ccc(Cl)cc2)o1)N1CCN(c2ccccc2)CC1	32µM*	-16%	.	.	.	-31%[12.7 µM]	?	-7%	.
CCCCOc1ccc(CCC(=O)N/N=C/c2ccco2)cc1	1%	-2%	-15%	-18%	2%	.	?	0%	-14%
COc1ccc(CNC(=O)C2CCCN(c3nc4ccccc4o3)C2)c(OC)c1 (stereo not given)	8%	-2%	-16%	11%	-11%	?	-28%	-4%	-9%
O=C(COC(=O)CCOc1ccccc1)Nc1ncc(Cl)cc1Cl	9%	-6%	-2%	18%	-5%	-5%	1%	4%	?
Cc1nnc(NC(=O)CSc2nnc(C(C)NC(=O)c3ccccc3F)n2C)s1 (stereo not given)	55%	0%	4%	-7%	-5%	-5%	-12%	6%	-3%
CCCCCC(=O)NC(=S)Nc1ccc(Cl)cn1	-12%	-4%	14%	-12%	-8%	-4%[59 µM]	9%	0%	-13%
Cc1cc(NC(=O)C(C)SCC(=O)OC(C)C(=O)Nc2ccccc2C)no1 (stereo not given)	47%	-6%	-6%	34%[activator]	-9%	28%[12.7 µM]	0%	-10%	-5%
Cc1ccc(NC(=O)CN(C)C(=O)c2cccc(S(=O)(=O)NCc3cccs3)c2)cc1	.	.	-18%	27%	-10%	-27%[2.33 µM]	-28%	5%	-4%
COc1ccc(CCNC(=O)CCC(=O)N2CCOc3ccccc32)cc1OC	8%	1%	-12%	22%	0%	-10%	8%	25%	-8%
O=C(N/N=C/c1cnc(N2CCOCC2)s1)c1ccccc1	4%	-5%	-7%	61%[activator]	-10%	10%[59 µM]	0%	8%	-1%
O=C(Nc1ccc(N2CCOCC2)cc1)c1ccc(Cl)nc1	2%	-3%	?	2%	-22%	50µM*	?	4%	?
O=C(COC(=O)c1ccc(Br)cc1)NCCc1ccccc1	-4%	3%	-5%	-3%	0%	21%[59 µM]	11%	0%	-16%
Cc1ccc(-c2nnc(SCC(=O)NC3CCCC3)nc2-c2ccc(C)cc2)cc1	2%	-6%	-24%	6%	9%	-33%[59 µM]	-16%	.	-2%
Cc1ccc(CN2CCCn3nc(C(=O)NCCc4ccccc4Cl)cc3C2=O)cc1	2%	-1%	5%	17%	-12%[60.1 µM]	2%[12.7 µM]	-2%	.	-6%
CCC1CCCCN1S(=O)(=O)c1ccc(NC(=O)c2cc(=O)c3c(C)cc(C)cc3o2)cc1 (stereo not given)	23%	-1%	-9%	-13%	-5%	6%[59 µM]	-2%	.	-9%
Oc1ccccc1C=NN=CC=Cc1ccccc1	.	.	-8%	14%	-12%	.	.	.	-15%

By substructure: the entries above containing fluorine (3)
SMILES	Pol beta inh	BLM inh	JMJD2A Tudor	Pol iota inh	Pol kappa inh	G9a block	BAZ2B inh	APEX1 inh	POLH inh
Cc1ccc(N2C(=O)C(NC(=O)c3c(F)cccc3F)(C(F)(F)F)C3=C2CC(C)(C)CC3=O)cc1 (stereo not given)	28%	0%	-14%	87%[activator]	-1%	13%	-26%	-3%	-23%
O=C1NC(c2ccccc2)C(C(=O)c2cccs2)C(O)(C(F)(F)F)N1 (stereo not given)	14%	1%	-18%	2%	-1%	?	0%	4%	-7%
Cc1nnc(NC(=O)CSc2nnc(C(C)NC(=O)c3ccccc3F)n2C)s1 (stereo not given)	55%	0%	4%	-7%	-5%	-5%	-12%	6%	-3%

More results.
SMILES	Pol beta inh	BLM inh	JMJD2A Tudor	Pol iota inh	Pol kappa inh	G9a block	BAZ2B inh	APEX1 inh	POLH inh
CCc1ccc(S(=O)(=O)NC2CCCCNC2=O)cc1 (stereo not given)	17%	-4%	-5%	18%	14%	18%	3%	23%	-11%
COC(=O)CS(=O)(=O)c1ccsc1C(=O)Nc1ccc(F)cc1	-13%	-10%	-13%	-8%	-10%	4%	-11%	-5%	-1%
Cc1cc(C(=O)NCC(=O)OCC(=O)N(C(C)C)C(C)C)ccc1[N+](=O)[O-]	7%	-5%	-11%	237%[activator]	-3%	2%[59 µM]	-1%	-2%	-5%
Cc1cccc(NC(=O)NNC(=O)c2ccccn2)c1	.	.	-12%	?	0%	.	.	-6%	-1%
CCOC(=O)CC(=O)Nc1nnc(CC(C)C)s1	7%	1%	-31%	?	-16%	24%[59 µM]	-10%	1%	?
CCN(CC)CCn1c(SCC(=O)Nc2ccc(F)cc2)nc2c(sc3ccccc32)c1=O	-2%	-3%	.	.	.	35µM*	-15%	-9%	.
Cn1nc(-c2ccccc2)c(C(=O)NCC(=O)O)c1Cl	-13%	-5%	?	-10%	0%	25%	0%	13%	-2%
COc1cccc(N2CCN(S(=O)(=O)c3cn(C)c(C)n3)CC2)c1	-17%	0%	-6%	-1%	0%[60.1 µM]	5%[59 µM]	3%	.	-9%
O=C(NC1CCCCC1)c1ccc(COCC(F)(F)F)o1	19%	-2%	-1%	4%	-3%	12%[0.501 µM]	5%	-1%	9%
Cc1cc(-c2n[nH]c(=S)n2/N=C/C(Br)=C/c2ccccc2)n[nH]1	-2%	-8%	56µM*	?	-4%	6.3µM*	0%	3%	14µM*
COc1ccc(CN(C)CC(=O)N2CCc3ccccc3C2)cc1	10%	-1%	-9%	17%	7%	-34%	2%	12%	-20%
O=C(CN(C1CCCCC1)S(=O)(=O)c1ccccc1)NCc1ccco1	?	-9%	?	?	-34%	8%[59 µM]	-8%	-3%	-3%
O=C(COC(=O)c1ccc2ccccc2n1)Nc1cccc(S(=O)(=O)NC2=NCCCCC2)c1	9%	1%	-24%	10%	-4%	-29%	-23%	-2%	-4%
O=S(=O)(c1cccc(-c2cn3cc(Cl)ccc3n2)c1)N1CCOCC1	-10%	-1%	-1%	-22%	-6%	-5%[12.7 µM]	1%	-5%	-13%
COC(=O)[C@@]1(Cc2ccccc2)[C@H]2C(=O)N(C)C(=O)[C@H]2[C@H]2CN=C(SCc3ccc(C)cc3)N21	.	.	?	-4%	-6%	.	.	-22%	-6%
CCN(CC)C(=O)Cn1c(=O)n(-c2ccccc2)c(=O)n1CC(=O)N(CC)CC	0%	0%	-12%	32%[activator]	-16%[60.1 µM]	3%[59 µM]	-25%	-4%	-15%
O=C1C(=O)N(Cc2ccco2)C(c2cccs2)/C1=C(\O)c1cccc([N+](=O)[O-])c1 (stereo not given)	-12%	-5%	-19%	14%	4%	24%[59 µM]	-30%	7%	-11%
O=C(NC1=NCCS1)c1nc(-c2ccccc2)n(-c2ccccc2)n1	21%	3%	-2%	-10%	-8%	9%[12.7 µM]	9%	14%	-2%
Cc1ccccc1NC(=S)N1CCCC1	90%	2%	9%[57.1 µM]	-7%	-3%	2%	1%	?	-17%
C/C(CC(=O)Nc1ccc(Cl)c(C(F)(F)F)c1)=N\NC(=O)c1cc2ccccc2cc1O	-14%	-8%	-32%	89µM*	?	6%[59 µM]	5%	2%	-8%
COc1ccc(/C(C)=N/N=C2/NC(=O)CC(C(=O)O)S2)cc1F (stereo not given)	25%	-4%	-6%	24%	-4%	6%[12.7 µM]	-25%	-1%	-8%
O=C(CNc1ccc2ccccc2c1)N/N=C/c1cc2ccccc2nc1Cl	1%	-19%	?	52%[activator]	-9%	10µM*	?	-4%	-23%
CCN1CCN(Cc2ccc(NC(=O)Nc3ccccc3OC)cc2)CC1	4%	2%	-20%	-10%	-8%	-8%[59 µM]	10%	9%	3%
CC(NCC(=O)Nc1ccccc1C(=O)NC1CC1)c1ccc(S(C)(=O)=O)cc1 (stereo not given)	.	.	1%	-5%	-8%	-27%[59 µM]	34%[activator]	5%	-6%
Cc1c(N=C2Nc3cccc4cccc2c34)c(=O)n(-c2ccccc2)n1C	2%	-7%	-12%&-31%	29%&1%	1%&-8%	-11%[59 µM]	5%	13%	-15%&12%
CC(=O)N1CCc2cc(S(=O)(=O)NC(CC(C)C)C(=O)Nc3ccc(C(C)C)cc3)ccc21 (stereo not given)	1%	-3%	-12%	49%[activator]	-17%	-7%[59 µM]	.	.	-14%
CC(=O)Nc1ccccc1-c1nc2ccccc2n(CC(=O)Nc2cccc(C)c2C)c1=O	-29%	-11%	-23%	-9%	2%	?	1%	.	8%
CSc1ccc(-c2nc3cccc(C)n3c2Nc2ccc3c(c2)OCO3)cc1	27%	-12%	28µM*	-19%	-12%	5.6µM*	.	.	-11%
Cc1ccc(NC(=O)Cn2cnc3ccccc32)cc1C	-1%	2%	?	57%[activator]	-5%	1%	-3%	-4%	-5%

Full records, quoted from the list. Screens in order: Pol beta inh, BLM inh, JMJD2A Tudor, Pol iota inh, Pol kappa inh, G9a block, BAZ2B inh, APEX1 inh, POLH inh
CCc1ccc(S(=O)(=O)NC2CCCCNC2=O)cc1 (stereo not given) in the list: 17%, -4%, -5%, 18%, 14%, 18%, 3%, 23%, -11%
Cc1cccc(NC(=O)NNC(=O)c2ccccn2)c1 in the list: ., ., -12%, ?, 0%, ., ., -6%, -1%
